Source: PubChem BioAssay
T cell HTS: modulates CD8 T cell binding to vesicles. 0.068% of 330,000 active. AID 2052. calls only at 7 µM. 2C CD8+ T cell-vesicle binding, flow cytometry; hits give low values;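 active means response, share of CD8 T cells binding vesicles, and their 90th percentile fluorescence all below set limits, cut at about 80% in these data, passing the limit was not always enough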
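System: murine 2C transgenic CD8+ T lymphocytes; also added: QL9-loaded Drosophila micro-vesicles; times: binding 1.5 h at 37 °C; measured by: flow cytometry, PE anti-B7-1 (FL2) versus Alexa647 anti-CD8 (FL8), PFA-fixed; control set: Peptide-free naked vesicles (low) and QL9 vesicles with 0.7% DMSO vehicle (high)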
T cell HTS vesicle-bound %: also measured in T cell HTS; calls as there; double positive events, %; measured here: CD8+ vesicle-bound cell fraction;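 binding gate set so that unloaded-vesicle control wells show 10% double positive cells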
* hit, by the source's call; i = inactive; nt = no result given. This is a subset; count on the stated rates, not on these rows.

SMILES	T cell HTS	T cell HTS vesicle-bound %
COc1ccccc1CNC(=O)c1ccccc1C(=O)NC(C)(C)C(=O)NCc1ccccc1OC	i	10.9
O=C(NNC(=O)c1cc2ccccc2oc1=O)c1ccccc1	i	39.0
CC(C)CS(=O)(=O)C1=NN2C(=N)/C(=C\c3ccc(OC(=O)c4ccco4)cc3)C(=O)N=C2S1	i	2.1
Cc1ccc(S(=O)(=O)NCCC(=O)NCC(c2cccs2)N(C)C)cc1C (stereo unspecified)	i	32.7
Nc1c(Cl)cc(-c2csc(N3CCCC3c3nc4cc(Cl)c(Cl)cc4n3CCOCCO)n2)cc1Cl (stereo unspecified)	i	41.8
Cc1cc(=O)[nH]c(N/N=C/c2c(F)c(F)c(F)c(F)c2F)n1	i	32.6
Cc1ccc(C(=O)/C=C/c2ccc3ncccc3c2)cc1	i	68.7
O=S(=O)(/N=C/c1c(O)ccc2ccccc12)c1ccccc1	i	35.3
Cc1ccc(/C=C/C(=O)OCC(=O)NCc2cccs2)o1	i	57.5
CSc1ccc(S(=O)(=O)NCCCn2ccnc2)cc1	i	nt
COc1ccc(/C=N/N2CCN(c3ccc(Cl)cc3)CC2)cc1	i	14.6
CC(=O)c1cccc(NC(=O)C(C)OC(=O)CN2C(=O)NC(C)(C)C2=O)c1 (stereo unspecified)	i	18.5
NS(=O)(=O)c1ccc(CNC(=O)c2cc(=O)c3cc(Cl)ccc3o2)cc1	i	28.5
CCCCn1c(-c2ccc(F)c(F)c2)nc2cc3[nH]c(=O)c(C(C)C)nc3cc21	i	25.2
CCCc1cc(=O)n2nc(N3CCC(C(=O)Nc4c(F)c(F)c(F)c(F)c4F)CC3)sc2n1	i	17.1
Cc1nc2ccccc2c(=O)n1CCc1ccc(O)cc1	i	53.1
O=C(Nc1cccc(S(=O)(=O)N2CCCCC2)c1)c1cc2ccccc2o1	i	17.0
Clc1ccc(C(c2ccccc2Cl)C(Cl)Cl)cc1 (stereo unspecified)	i	42.4
CSCCC(NC(=O)c1ccccc1Cl)C(=O)NCCOc1ccccc1 (stereo unspecified)	i	28.9
CC(=O)Nc1ccc(C(=O)NNC(=O)C2C3CCCCC32)cc1 (stereo unspecified)	i	67.0
COc1cccc(CNC(=O)c2cccc(NC(=O)CC3SC(N4CCCCC4)=NC3=O)c2)c1 (stereo unspecified)	i	42.3
COc1ccc(C(=O)OCC(=O)NC2CCCC2)cc1OC	i	32.3
O=C(NCC1CCCO1)c1cc2c(s1)CCCC2 (stereo unspecified)	i	12.0
O=C(NCc1ccco1)c1cccc(S(=O)(=O)N2CCN(Cc3ccccc3)CC2)c1	i	nt
O=C(Nc1ccc(Oc2ccccc2)nc1)C1CCCCN1Cc1ccc(O)cc1 (stereo unspecified)	i	18.8
Cc1[nH]c(=O)[nH]c(=O)c1S(=O)(=O)Nc1ccc(Br)cc1F	i	26.7
O=C(Nc1nccs1)C1CCN(S(=O)(=O)c2ccccc2)CC1	i	31.4
Cn1c(O)c(N=NC(=O)CNC(=O)c2ccccc2)c2cc(Br)ccc21	i	28.2
CCCCn1c(C23CC4CC(CC(C4)C2)C3)n[nH]c1=S	i	51.3
COc1ccc(NC(=O)CNC(=O)C2CCCCC2)cc1OC	i	46.8
Cc1cc(C(=O)NNC(=O)c2ccccc2O)c(C)o1	i	33.0
Cc1ccc(C(=O)O[C@H](C(=O)O)[C@H](OC(=O)c2ccc(C)cc2)C(=O)O)cc1	i	18.5
O=C(CCN1C(=O)C2C3CCC(C3)C2C1=O)Nc1ccccc1Cl (stereo unspecified)	i	14.6
NC(=O)C1CCCN(C(=O)c2cccc(S(=O)(=O)N3CCCCCC3)c2)C1 (stereo unspecified)	i	59.6
Cc1ccnc(NC(=O)c2cccc(S(=O)(=O)N3CCOCC3)c2)c1	i	50.5
Cc1cccc(C)c1NC(=O)Cn1c(=O)c2cccn2c2ccccc21	i	9.6
COc1cccc(-c2c(-c3cc(OC)cc(OC)c3)n(C)c3ccc(-c4ccc(OC)nc4)cc23)c1	i	35.5
CC(Oc1ccc(F)cc1)C(=O)Nc1cccc(-c2nn[nH]n2)c1 (stereo unspecified)	i	16.0
Cc1ccc(NC(=O)c2nc[nH]c2C(=O)N[C@H](C)c2ccccc2)cc1	i	43.1
COc1ccccc1CNS(=O)(=O)c1ccc2c(c1)NC(=O)CS2	i	40.8
COc1ccc(CCn2c(=N)c(C(=O)NCCN3CCOCC3)cc3c(=O)n4ccccc4nc32)cc1OC	i	11.4
COc1ccc(/C(O)=C/C(=O)C(=O)NNC(=O)c2ccccc2)cc1	i	25.6
COc1ccccc1CCNC(=O)C(C)n1nc(C)c2c(C)n(-c3ccccc3)nc2c1=O (stereo unspecified)	i	12.1
O=C(COC(=O)c1cccc(F)c1)NC(=O)NC1CCCC1	i	46.4
O=C(CN1C(=O)NC2(CCc3ccccc32)C1=O)c1ccc(F)cc1 (stereo unspecified)	i	29.9
Cc1cc(C)cc(NC(=O)N2CCc3ccccc3C2)c1	i	57.5
CCCn1c(SCC(=O)NC2CCCC2)nc2c1c(=O)n(C)c(=O)n2C	i	59.1
COc1cccc(/C=C2/C(=O)NN(c3ccc(Br)cc3)C2=O)c1O	i	58.0
Cc1ccc(-n2c(=S)sc3c(=O)n(-c4ccccc4C)c(SCC(=O)O)nc32)cc1C	i	36.5
CC(C)(C)OC(=O)N[C@@H](Cc1ccccc1)C(=O)N[C@@H](CO)[C@H](O)[C@@H]1C[C@@H]1C(=O)N1CCCC1	i	12.8

Looked up one by one from above:
SMILES	T cell HTS	T cell HTS vesicle-bound %
COc1cccc(/C=C2/C(=O)NN(c3ccc(Br)cc3)C2=O)c1O	i	58.0
CC(C)(C)OC(=O)N[C@@H](Cc1ccccc1)C(=O)N[C@@H](CO)[C@H](O)[C@@H]1C[C@@H]1C(=O)N1CCCC1	i	12.8

Later entries
SMILES	T cell HTS	T cell HTS vesicle-bound %
Cc1ccc(C(=O)Nc2ccccc2N2CCCCC2)o1	i	15.7
Cc1ccc(OC(C)C(=O)N2CC(=O)Nc3ccccc32)c(C)c1 (stereo unspecified)	i	26.4
O=C1CN(C(=O)COC(=O)c2cccs2)c2ccccc2N1	i	22.9
COc1ccccc1NC(=O)c1ccc(N2CC3CC(C2)c2cccc(=O)n2C3)c(NC(=O)c2cccnc2)c1 (stereo unspecified)	i	43.2
COc1ccc(C(CCNCc2ccc(OC(C)C)cc2)c2ccccc2OC)cc1 (stereo unspecified)	i	49.6
COc1ccc([N+](=O)[O-])cc1N(CC(=O)N1CCN(Cc2ccccc2)CC1)S(C)(=O)=O	i	53.6
C/C(=N\NC(N)=O)C1CC(Cc2ccccc2)C(=O)O1 (stereo unspecified)	i	57.0
COC(=O)c1sccc1NC(=O)Nc1cc(C)ccc1OC	i	62.2
CC(=O)Nc1ccc(NC(=O)C2CCN(S(=O)(=O)c3ccc4c(c3)OCCO4)CC2)cc1	i	40.4
CC(=O)Oc1c(Cl)cc(N(C(C)=O)S(=O)(=O)c2ccccc2)c2ccccc12	i	53.2
Cc1ccc(C)c(NC(=O)CCC(=O)N/N=C/c2cccnc2)c1	i	10.1
Cc1ccccc1NC(=O)COc1ccc(S(=O)(=O)N2CCCC2)cc1C	i	17.1
Brc1cc2c(cc1CSc1ncccn1)OCO2	i	45.7
CN(C)C1(CNC(=O)C2CCN(S(=O)(=O)c3cc(Cl)ccc3Cl)CC2)CCCCC1	i	51.4
Cc1nc(CNC(=O)C2CCC(=O)N(Cc3cccc(F)c3)C2)sc1C (stereo unspecified)	i	13.3
O=C(CN1C(=O)NC2(CCCC2)C1=O)OCc1ccc(Br)cc1	i	3.3
CC(=O)c1ccc(-c2ccc(C(=O)N(C)Cc3nc4ccccc4c(=O)[nH]3)o2)cc1	i	42.9
N#Cc1ccc(NC(=O)COC(=O)c2ccc(F)c(S(=O)(=O)N3CCOCC3)c2)cc1	i	18.5
CCC(=O)Nc1ccc2nn(-c3ccc(F)cc3)nc2c1	i	58.6
Cc1cccc2c1cnn2C(=O)CCC(=O)NCC(C)c1ccccc1 (stereo unspecified)	i	27.0

Some of the entries so far, with values under each structure:
Value order – T cell HTS, T cell HTS vesicle-bound %
> Cc1nc(CNC(=O)C2CCC(=O)N(Cc3cccc(F)c3)C2)sc1C (stereo unspecified)
→ i, 13.3
> O=C(CN1C(=O)NC2(CCCC2)C1=O)OCc1ccc(Br)cc1
→ i, 3.3
> CC(=O)c1ccc(-c2ccc(C(=O)N(C)Cc3nc4ccccc4c(=O)[nH]3)o2)cc1
→ i, 42.9

New compounds follow
SMILES	T cell HTS	T cell HTS vesicle-bound %
COc1cc(OC)cc(-c2cc3cc(F)ccc3cn2)c1	i	2.1
O=C(/C=C/c1ccc(Cl)c(Cl)c1)Nc1cccnc1	i	10.7
COc1ccccc1N1CCN(C(=O)c2cccc(NC3=NC4CS(=O)(=O)CC4S3)c2)CC1 (stereo unspecified)	i	14.3
COc1ccc(CN(C)C(=O)C23CC4CC(CC(Cl)(C4)C2)C3)c(OC)c1OC	i	48.0
CCOC(=O)[C@@H]1[C@H]2COc3ccc(Br)cc3[C@H]2N2C(=O)N(c3ccc(Cl)cc3)C(=O)[C@@]12C	i	42.0
Cc1cccc(NCc2ccc(Br)cc2)n1	i	50.1
COc1ccc(-n2nc3c(N4CCC(C(=O)NCc5ccccc5)CC4)nnc(C)c3c2C)cc1	i	16.6
Cc1ccc(C(=O)O)cc1NC(=O)CSc1nnc(-c2ccccc2F)n1C1CCCCC1	i	38.6
Cc1ccc(S(=O)(=O)NCCC(=O)Nc2ccncc2)cc1C	i	33.5
O=C(/C=C/c1cccs1)N1CCCC1	i	7.5

One compound at a time, as listed above. Order of values: T cell HTS, T cell HTS vesicle-bound %
COc1cc(OC)cc(-c2cc3cc(F)ccc3cn2)c1 is listed as i, 2.1
CCOC(=O)[C@@H]1[C@H]2COc3ccc(Br)cc3[C@H]2N2C(=O)N(c3ccc(Cl)cc3)C(=O)[C@@]12C is listed as i, 42.0

New compounds follow.
SMILES	T cell HTS	T cell HTS vesicle-bound %
CC(C)c1ccc(N2C(=O)CC(Sc3ncccn3)C2=O)cc1 (stereo unspecified)	i	57.3
CC(=O)Nc1ccc(S(=O)(=O)N(C#N)c2nc(N(C)C)nc(N(C)C)n2)cc1	i	59.9
CCNS(=O)(=O)c1ccc(CCC(=O)N2CCCC2)cc1	i	16.2
O=C(COc1ccccc1Cl)NCCNC(=O)c1ccncc1	i	27.8
CCn1c(O)c(N=NC(=O)CNC(=O)/C=C/c2ccccc2)c2ccccc21	i	38.7
COc1ccc(CN2CCCN(C)CC2)c(OC)c1C	i	61.5
CC(=O)N1CCN(Cc2nc3ccc(Cl)cc3n2CCO)CC1	i	20.8
O=C(COC(=O)c1ccc(Br)o1)Nc1ccc(F)cc1[N+](=O)[O-]	i	51.1
Cc1cc(C)c(S(=O)(=O)N2CCN(C(=O)C(C)Cn3cncn3)CC2)c(C)c1 (stereo unspecified)	i	32.8
COc1ccc(C(=O)COC(=O)/C=C/c2ccco2)cc1F	i	23.9
Cc1ccc(/C=N/N(C)C2=NS(=O)(=O)c3ccccc32)cc1	i	17.5
CC1CCCN(C(=O)CSc2nnc3ccccn23)C1 (stereo unspecified)	i	37.2
COc1ccc(C(C(=O)NC(C)(C)C)N(Cc2ccco2)C(=O)CCC(=O)Nc2ccccn2)cc1 (stereo unspecified)	i	33.3
O=C(c1cc(-c2ccc(Br)cc2)on1)N1CCCC1	i	29.5
CCOc1ccc(N=NC2C(=O)N(C(N)=S)N=C2C)cc1 (stereo unspecified)	i	25.3
O=C(Nc1csc(Cc2c(Cl)cccc2Cl)n1)NN1CCOCC1	i	28.4
CCCCc1ccc(NC(=O)CSc2nnc(CNC(=O)c3ccco3)o2)cc1	i	54.3
CCOc1cc(/C=C2\SC(=Nc3ccc(CC)cc3)NC2=O)ccc1OCC(=O)O	i	7.4
O=C(N/C(=C\c1ccccc1)C(=O)N1CCCCC1)c1ccco1	i	25.2
Nc1ccc(-c2cnc3ccccc3n2)cc1	i	48.6
O=C(NCc1ccc(F)cc1)c1cc(-c2ccncc2)nc2ccccc12	i	19.1
Cn1c(N)c(C(=O)COC(=O)c2ccccc2C(=O)c2ccc(Cl)cc2)c(=O)n(C)c1=O	i	40.9
CC(C)Nc1ncnc2c1cnn2Cc1ccc(Cl)cc1	i	60.2
NC(=O)c1ccsc1NC(=O)CN1C(=O)NC2(CCCCC2)C1=O	i	27.3
COc1ccccc1-c1cc(C(=O)N2CCN(S(=O)(=O)c3ccc(C)cc3)CC2)[nH]n1	i	37.2
CC(=O)Nc1ccc(NC(=O)CSc2nnc(NC(=O)c3cccc(F)c3)s2)cc1	i	10.2
Cn1ncc([N+](=O)[O-])c1C(=O)Nc1ccc(-c2ccccc2)cc1	i	42.5
Cc1ccc(NC(=O)c2ccc3c(=O)n4c(nc3c2)CCC4)cc1F	i	27.7
COc1ccc2cc(C(=O)NCc3ccccc3)c(=O)oc2c1	i	28.6
CC1Cc2ccccc2N1C(=O)C(C)n1cc(C(F)(F)F)cc(Cl)c1=O (stereo unspecified)	i	34.3
COc1cc(OC)cc(C(=O)NNC(=O)CCNS(=O)(=O)c2ccc(Br)cc2)c1	i	17.0
C/C(=N\NC(=O)CNC(=O)c1ccccc1F)c1ccco1	i	48.9
CN(C)S(=O)(=O)c1ccc(N2CCCC2)c(C(=O)N2CCN(S(=O)(=O)c3ccccc3F)CC2)c1	i	44.6
Cc1ccc(Nc2c([N+](=O)[O-])ccc3nonc23)cc1C	i	32.1
Cc1ccc(C(O)c2nc3ccccc3n2C)cc1 (stereo unspecified)	i	40.5
COc1cc(NC(=O)NCC2CCN(Cc3ccccc3Cl)CC2)cc(OC)c1OC	i	46.0
COc1ccccc1C(C)NC(=O)c1cc(=O)[nH]c2ccccc12 (stereo unspecified)	i	46.8
CCOC(=O)c1sc2ncn(CC(=O)Nc3cc(C)on3)c(=O)c2c1C	i	44.0
COC(=O)c1ccccc1-c1cn(C)c2ccccc2c1=O	i	40.0
